E-sel inducer: induces E-selectin expression in human endothelial cells | P16581 | HUVEC E-selectin immunofluorescence imaging; normalized: neutral wells 0, TNF-alpha wells 100 | activation, % at 7.58 µM | 260,000 compounds, 0.37% hits | AID 686992;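 active = mean E-selectin-positive cell signal at least 10% of the positive control, reached in at least 60% of replicates, without over 20% cell loss; inconclusive = no rule given, readout overlaps actives, possibly toxicity-flagged; inactive = the rest, including those meeting only one limit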;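 note: in these data hits start at about 27%; measured in HUVEC primary endothelial cells; signal is the percent of cells scored E-selectin positive by PE staining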
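Assay system: HUVEC primary endothelial cells. Input: 3,000 HUVEC seeded per well. Doses: one compound dose added by pin transfer. Read-out basis: % PE-positive cells. Benchmarks: TNF-alpha high, DMSO low. Detection: immunofluorescence imaging. Buffer or medium: EGM-2, gelatin.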
S100A4 MyoIIA: inhibitors of human S100A4 binding to myosin IIA peptide; 360,000 compounds, 0.14% hits; inhibition, % at 10.7 µM; S100A4/TAMRA-MyoIIA peptide fluorescence polarization;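 active = mean inhibition of at least 70% across replicates, with every replicate also reaching that level; inconclusive = mean inhibition reaches 70% but some replicates fall short; inactive = mean inhibition below 70%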
Target sequence (P26447 whole entry, looked up): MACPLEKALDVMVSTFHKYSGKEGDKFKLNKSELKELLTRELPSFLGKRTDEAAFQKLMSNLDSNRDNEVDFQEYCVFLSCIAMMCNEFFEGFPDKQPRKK
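Material: S100A4 monomer protein | Medium: HEPES pH 7.2 with CaCl2, KCl, NaCl, DTT, Triton | Reagent: Labelled myosin peptide probe, 5 nM | Doses: One dose per compound | Times: 5 min incubation before reading | Benchmarks: Neutral control DMSO, positive control TFP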
XiGFP reactiv: activators of X-chromosome reactivation in mouse fibroblasts. XiGFP mouse fibroblasts, % GFP-positive cells imaging, 3 d; cells co-treated with 5-aza-dC sensitizer; scaled so ellipticine positive control = 100%. activation, % at 7.58 µM. 360,000 compounds, 0.055% hits. AID 743238;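 active = mean normalized replicate activation at least 10% and every replicate at or above 10%; inconclusive = only one of the two criteria met; inactive = mean below 10% and not all replicates reach 10%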;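 note: 0% = median of on-plate neutral control wells and 100% = ellipticine 6 µM median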
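Schedule: 3 d treatment, 15 min room-temperature fixation; system: 68-5-11 XiGFP fibroblast line; buffer or medium: DMEM plus 5-aza-dC sensitizer; control set: ellipticine 6 µM positive control; compound: one concentration, pinned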
FN deposit inh: fibronectin deposition inhibition | AH1F fibroblasts, Alexa488-fibronectin deposition fluorescence, overnight | inhibition, % at 12.6 µM | 350,000 compounds, 0.086% hits | AID 743247;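 active = mean inhibition across replicates of 30% or more, regardless of how many single replicates reach that level; inconclusive = mean under 30% yet at least half of replicates reach 30%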;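 note: positive control wells lacked labelled fibronectin entirely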
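Material – AH1F fibroblast monolayer, labelled fibronectin deposition · Reagent – labelled fibronectin 24 nM · Timing – 1 h adhesion, overnight exposure · Measured by – fluorescence at 485 nm excitation, 525 nm emission · Read-out – inhibition of fibronectin deposition signal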
RAD54 branch: inhibitors of human RAD54 branch migration | Q92698 | 360,000 compounds, 0.14% hits | inhibition, % at 10.4 µM | AID 602329 | RAD54 Holliday junction branch migration, FAM/BHQ fluorescence;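 active = mean normalized replicate activity at least 40 and at least half of replicates scoring 40 or more; inconclusive = only one of the two criteria met; inactive = mean below 40 and under half of replicates reaching 40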;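 note: 0% = median of neutral control wells and 100% = median of positive control wells; inhibitors cause a drop in the FAM fluorescence signal; in these data hits start at about 50%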
RAD52 anneal inh: blocks human RAD52 DNA annealing; recombinant RAD52 DNA annealing, FRET fluorescence; inhibition, % at 18.7 µM; 360,000 compounds, 0.46% hits; AID 651710;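 active = every replicate showing at least 50% inhibition; inconclusive = mean inhibition at least 50% but not in every replicate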
Target sequence (P43351 whole entry, looked up): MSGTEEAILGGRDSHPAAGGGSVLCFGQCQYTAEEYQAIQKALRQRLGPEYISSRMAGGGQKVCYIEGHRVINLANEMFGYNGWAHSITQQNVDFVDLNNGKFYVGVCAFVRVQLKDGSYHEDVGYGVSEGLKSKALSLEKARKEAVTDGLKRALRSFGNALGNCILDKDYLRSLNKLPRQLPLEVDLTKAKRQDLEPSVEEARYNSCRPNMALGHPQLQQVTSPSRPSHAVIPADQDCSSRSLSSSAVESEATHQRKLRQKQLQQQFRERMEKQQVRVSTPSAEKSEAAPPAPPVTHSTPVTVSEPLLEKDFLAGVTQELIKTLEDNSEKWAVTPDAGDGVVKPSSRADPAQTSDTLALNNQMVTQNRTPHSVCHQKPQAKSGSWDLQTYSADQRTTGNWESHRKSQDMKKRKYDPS
esBAF inh: SWI/SNF esBAF complex inhibition. mouse ES cells, Bmi1-luciferase knock-in reporter, 24 h; 100% = twice the neutral-well signal. AID 602393. 350,000 compounds, 2% hits. reporter increase, % at 12.5 µM; in the data active = activation above about 40%; inconclusive = no clear call, values can overlap the other calls;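 note: 0% = median of the plate's neutral control wells and 100% = double that signal; a rise in the Bmi1 reporter signal indicates esBAF inhibition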
EWS-Fli block: EWS/Fli transcriptional activity inhibition | inhibition, % at 12.6 µM | 350,000 compounds, 0.67% hits | A673 NR0B1-luciferase reporter, viability-normalised;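 active = mean inhibition of at least 50% after viability correction, with every replicate also passing that limit; inconclusive = mean reaches 50% but only one of two replicates passes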;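 note: firefly luciferase signal divided by Alamar Blue viability fluorescence both relative to DMSO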
* hit, by the source's call; ? = inconclusive; nt = not tested or not shown.

SMILES	E-sel inducer	S100A4 MyoIIA	XiGFP reactiv	FN deposit inh	RAD54 branch	RAD52 anneal inh	esBAF inh	EWS-Fli block
CC(C)NC(=O)N1CCCCN2[C@H](C1)[C@@H](c1ccc(Br)cc1)[C@@H]2CO	14	-1	0.4	nt	14	-5	-2	-12
COC(=O)C1(C(=O)OC)C[C@H](c2ccc(OC)cc2)N(Cc2ccccc2OC)[C@@H]1c1ccc(OC)cc1	-0.2	14	-0.1	-3	nt	-1	nt	4
CN(CC(=O)Nc1ccc(Cl)cc1)S(=O)(=O)c1ccc2c(c1)n(C)c(=O)c(=O)n2C	nt	2	0.0	10	-3	-21	-8	3
Cc1cccc2sc(N(CCCN(C)C)C(=O)CN3C(=O)c4ccccc4C3=O)nc12	10.0	7	?	-2	nt	48	nt	11
CCC(=O)N1[C@H](CO)[C@H](c2ccc(C3=CCCC3)cc2)[C@H]1CNC1CCCC1	0.0	-13	-0.1	8	nt	-17	nt	nt
O=C(O)c1cccc(S(=O)(=O)Nc2ccc(Cc3ccncc3)cc2)c1	nt	0	0.6	nt	-8	-2	1	-1
CN1CCCCN2[C@H](C1)[C@@H](c1ccc(-c3ccc(F)cc3)cc1)[C@@H]2CO	0.3	-15	0.0	-10	23	38	8	3
CN(C)C(=O)c1ccc(-c2ccc([C@H]3[C@@H](C#N)N(C(=O)C4CCCC4)[C@H]3CO)cc2)cc1	-0.6	-5	0.0	1	-35	-26	-2	18
COC(=O)CSCc1nc2ccccc2[nH]c1=O	0.3	9	-0.1	-3	-23	-49	14	-2
O=C(C[C@@H]1C[C@@H]2c3cc(NC(=O)CC4CC4)ccc3O[C@@H]2[C@H](CO)O1)NCc1ccc(Cl)cc1	0.4	-6	0.7	-20	4	6	2	12
Cc1ccc(S(=O)(=O)CC(O)COc2ccc(F)cc2Cl)cc1 (stereo unspecified)	1.7	-7	0.6	2	-4	-6	4	-4
NC(=O)c1c(NC(=O)c2cccnc2)sc2c1CCCCC2	nt	4	0.2	-6	9	-30	18	-97
CC(C)(CNC(=O)Cc1ccc(Br)cc1)N1CCOCC1	0.0	-3	0.1	-2	0	-2	-7	-2
COCCCNC(=O)Cc1coc2ccc3ccccc3c12	nt	-4	0.1	-4	2	-19	-2	-10
C[C@]12CCC(O)CC1=CCC1C2CC[C@]2(C)/C(=N\NC(N)=S)CCC12 (stereo partly specified)	nt	-2	0.0	-18	-2	4	-1	-2
Cc1nn2cnnc2c(C)c1Cc1ccc(Cl)cc1	-0.1	-14	0.0	0	10	-19	1	5
COc1ccc(CN(C)C[C@H]2OCCCC[C@H](C)Oc3ccc(NS(=O)(=O)c4ccccc4)cc3C(=O)N([C@@H](C)CO)C[C@H]2C)cc1	0.0	1	0.0	2	3	-2	1	2
O=C(NC1CCCCC1)N[C@@H]1CC[C@@H](CCNS(=O)(=O)c2ccc(F)cc2)O[C@@H]1CO	-0.3	-1	0.6	nt	-2	-5	-1	-28
CC(NC(=S)NC(=O)c1ccccc1)c1ccccc1 (stereo unspecified)	-0.1	-2	0.1	-8	7	-3	-2	3
CCc1nnc(NS(=O)(=O)c2ccc(NC(=O)c3cccc(OC(F)(F)C(F)F)c3)cc2)s1	nt	-3	0.0	-14	-29	-12	-1	19
CC(C)CC#Cc1ccc([C@@H]2[C@@H](CO)N3C(=O)CN(S(=O)(=O)c4ccccc4)C[C@H]23)cc1	-0.4	2	0.8	nt	nt	-9	nt	12
Cc1cccc2c(CC(=O)O)noc12	0.0	-4	1.4	-9	nt	-3	nt	1
COc1cc2c(c(OC)c1OC)-c1c(cc3c(c1O)OCO3)C[C@@H](C)[C@@H](C)C2	0.0	12	0.1	2	-5	8	-11	-1
COc1ccccc1CCc1nnc(CCC(=O)NC(C)Cc2cccs2)o1 (stereo unspecified)	nt	-9	0.2	-4	nt	-10	nt	1
CCC(=O)N(C)C[C@H]1Oc2cc(-c3ccc(OC)cc3)ccc2S(=O)(=O)N([C@H](C)CO)C[C@@H]1C	0.6	-9	-0.3	9	2	0	-2	6

Complete entries as entered above. Order of values: E-sel inducer	S100A4 MyoIIA	XiGFP reactiv	FN deposit inh	RAD54 branch	RAD52 anneal inh	esBAF inh	EWS-Fli block
NC(=O)c1c(NC(=O)c2cccnc2)sc2c1CCCCC2 is entered as nt	4	0.2	-6	9	-30	18	-97
CN(CC(=O)Nc1ccc(Cl)cc1)S(=O)(=O)c1ccc2c(c1)n(C)c(=O)c(=O)n2C is entered as nt	2	0.0	10	-3	-21	-8	3
CCc1nnc(NS(=O)(=O)c2ccc(NC(=O)c3cccc(OC(F)(F)C(F)F)c3)cc2)s1 is entered as nt	-3	0.0	-14	-29	-12	-1	19
COC(=O)C1(C(=O)OC)C[C@H](c2ccc(OC)cc2)N(Cc2ccccc2OC)[C@@H]1c1ccc(OC)cc1 is entered as -0.2	14	-0.1	-3	nt	-1	nt	4

(next part)
SMILES	E-sel inducer	S100A4 MyoIIA	XiGFP reactiv	FN deposit inh	RAD54 branch	RAD52 anneal inh	esBAF inh	EWS-Fli block
Cc1cc(C(=O)NC2CCCCCCC2)ccc1[N+](=O)[O-]	1.3	-2	-0.1	-4	0	1	66*	-136
Cc1ccc(S(=O)(=O)N2CCOCC2)cc1C(=O)Nc1ccc(N2CCCCCC2)cc1	-1.8	-5	-0.7	-4	1	-6	3	-15
CCOC(=O)CCCc1ccc(/C(C)=N/NC(N)=S)cc1	nt	0	0.0	-16	nt	-14	nt	7
CC(C)CC(=O)N1CCN(Cc2ccc(Cl)cc2)CC1	0.1	-1	-0.1	4	-15	2	-5	6
Brc1cnc(OCc2ccccc2)nc1OCc1ccccc1	0.0	-12	-0.1	0	-11	6	-5	16
C=CCNC(=S)/C(=C(\[O-])c1ccc(Cl)cc1)[n+]1ccccc1	8.7	-9	0.2	1	-4	-14	nt	0
CCCCCCCNC(=O)C1(CC2CC(c3ccc(Cl)cc3)=NO2)CCNCC1 (stereo unspecified)	-0.1	-8	0.1	4	-5	13	-25	43
CC[C@]12C(=O)N(C)C[C@H]([C@@H]3C(=O)N(C)C(=O)[C@@H]31)N2C(=O)c1ccc(Cl)cc1	0.1	5	0.1	4	-6	-20	4	-4
CN(C)CC(C)(C)NS(=O)(=O)c1ccc(Cl)cc1	nt	1	nt	nt	-1	-4	-6	-2
CCOc1cc(C2C3=C(CC(C)(C)CC3=O)Nc3n[nH]c(C)c32)ccc1O (stereo unspecified)	nt	0	0.0	4	nt	-16	-6	-5
CC(O)(c1cccc(F)c1)c1nc(-c2cccc(C(F)(F)F)c2)cs1 (stereo unspecified)	-0.2	2	-0.1	nt	-5	5	6	6
CCN(CC)P(=O)(Nc1ccc(SC(F)F)cc1)c1ccc(N(C)C)cc1NC(=O)c1ccco1 (stereo unspecified)	nt	2	0.0	-14	nt	-7	nt	19
COc1ccc(-c2cc(-c3ccc(O)cc3)nc(N)c2C#N)cc1OC	nt	-1	0.0	-5	1	-36	-1	37
C[C@@H]1CN([C@H](C)CO)C(=O)Cc2cc(NC(=O)Cn3cnnn3)ccc2O[C@@H]1CN(C)Cc1ccc(C(=O)O)cc1	-4.6	4	-1.4	nt	4	8	4	-2
Cc1cc(C)c(OCCN2CCOCC2)c(Cl)c1	nt	0	0.1	-4	-7	-10	-1	-5
CCNC(=O)[C@H]1[C@H](CO)[C@H]2Cn3c(ccc(-c4ccccc4F)c3=O)[C@H]2N1CC1CC1	-0.1	-37	0.2	nt	-4	8	-2	-7
OC(c1ccc(F)cc1)c1nc(/C=C/c2ccccc2)cs1 (stereo unspecified)	-0.1	-1	0.1	-2	4	-22	50*	-128
CCOc1ccccc1NC(=S)N1CCN(c2cccc(OC)c2)CC1	nt	-1	-0.1	6	-18	-14	-4	9
COc1ccc(S(=O)(=O)N(C)C[C@@H]2Oc3c(NS(=O)(=O)c4ccccc4)cccc3C(=O)N([C@@H](C)CO)C[C@@H]2C)cc1	-0.4	69	-0.9	nt	1	-5	-3	2
CC(C)Sc1nc2ncnc(N)c2[nH]1	nt	-4	0.0	1	2	-3	-6	1
O=C(O)CNc1ccccc1C(=O)O	1.4	6	0.1	13	-3	-11	nt	2
O=C(N/N=C/c1cccc(O)c1)N/N=C/c1cccc(O)c1	0.0	0	0.0	5	-15	-2	-5	-8
COc1ccc(NC(=O)Nc2ccc3c(c2)CC(=O)N([C@@H](C)CO)C[C@H](C)[C@@H](CN(C)S(=O)(=O)c2ccc(OC)cc2)O3)cc1	0.1	1	0.2	nt	-4	-21	-7	-8
CC1(C)CC(=O)C2=C(C1)OC1=C(C(=O)CC(C)(C)C1)C2c1cc([N+](=O)[O-])cc([N+](=O)[O-])c1O	nt	-6	0.2	-4	nt	-10	nt	3
COc1ccc(NC(=O)C(NC(=O)c2ccc(=O)[nH]c2)c2ccc(C)cc2)cc1 (stereo unspecified)	-0.1	4	0.1	7	-6	-10	nt	-8
C/C(=N\NC(=O)C(N)=O)c1ccc(NC(=O)c2cccs2)cc1	nt	-4	0.0	0	nt	-9	nt	-29

A different layout for part of the listing above:
CN(C)CC(C)(C)NS(=O)(=O)c1ccc(Cl)cc1
  E-sel inducer = nt | S100A4 MyoIIA = 1 | XiGFP reactiv = nt | FN deposit inh = nt | RAD54 branch = -1 | RAD52 anneal inh = -4 | esBAF inh = -6 | EWS-Fli block = -2

CCOc1cc(C2C3=C(CC(C)(C)CC3=O)Nc3n[nH]c(C)c32)ccc1O (stereo unspecified)
  E-sel inducer = nt | S100A4 MyoIIA = 0 | XiGFP reactiv = 0.0 | FN deposit inh = 4 | RAD54 branch = nt | RAD52 anneal inh = -16 | esBAF inh = -6 | EWS-Fli block = -5

CC(O)(c1cccc(F)c1)c1nc(-c2cccc(C(F)(F)F)c2)cs1 (stereo unspecified)
  E-sel inducer = -0.2 | S100A4 MyoIIA = 2 | XiGFP reactiv = -0.1 | FN deposit inh = nt | RAD54 branch = -5 | RAD52 anneal inh = 5 | esBAF inh = 6 | EWS-Fli block = 6

CCN(CC)P(=O)(Nc1ccc(SC(F)F)cc1)c1ccc(N(C)C)cc1NC(=O)c1ccco1 (stereo unspecified)
  E-sel inducer = nt | S100A4 MyoIIA = 2 | XiGFP reactiv = 0.0 | FN deposit inh = -14 | RAD54 branch = nt | RAD52 anneal inh = -7 | esBAF inh = nt | EWS-Fli block = 19

Screening results: PubChem BioAssay, Broad Institute
